Source: PubChem BioAssay
Rin1-Abl PPI inh: inhibitors of human Rin1-Abl protein interaction; P00519+Q13671; TR-FRET Rin1/Abl binding, biochemical; inhibition, % at 7.35 µM; 0.4% of 360,000 active; in the data active = inhibition above about 5%, passing the limit was not always enough
MsrA inhibitor: inhibitors of bovine MsrA | purified bovine MsrA, absorbance read-out | inhibition, % at 15.5 µM | 0.75% of 360,000 active; in the data active = inhibition above about 4.5%;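 also: 0% = vehicle wells with enzyme and 100% = reference inhibitor wells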
Tb MetRS inh: Trypanosoma brucei MetRS inhibition | inhibition, % at 11.9 µM | purified T. brucei MetRS, ATP depletion, Kinase-Glo luminescence | 0.4% of 360,000 active;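 active = inhibition above a per-plate cutoff of the control wells' mean inhibition plus 3 SD, cut at about 5.5% in these data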;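 also: 0% = DMSO wells median and 100% = median of wells with control inhibitor compound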
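System: purified T. brucei MetRS enzyme / Detection: Kinase-Glo luciferase luminescence reporting remaining unconsumed ATP / Medium: HEPES buffer with MgCl2, KCl, DTT, spermine, BSA, pyrophosphatase / Replication: singlicate, one well per compound / Evaluation: percent inhibition relative to median high and low control wells / Schedule: 2 h aminoacylation at 25 °C after 15 min preincubation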
Neddylation inh: cullin neddylation inhibition; P61081+Q13564; TR-FRET cullin neddylation, biochemical; calls only at 25 µM; 0.58% of 360,000 active; in the data active = inhibition above about 36%
Target sequence (P61081 whole entry, looked up): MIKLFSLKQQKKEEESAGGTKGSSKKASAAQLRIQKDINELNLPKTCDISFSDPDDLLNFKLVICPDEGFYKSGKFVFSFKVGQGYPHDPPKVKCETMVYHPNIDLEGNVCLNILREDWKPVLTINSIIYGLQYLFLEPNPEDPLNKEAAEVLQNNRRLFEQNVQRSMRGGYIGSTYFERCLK
Target sequence (Q13564 whole entry, looked up): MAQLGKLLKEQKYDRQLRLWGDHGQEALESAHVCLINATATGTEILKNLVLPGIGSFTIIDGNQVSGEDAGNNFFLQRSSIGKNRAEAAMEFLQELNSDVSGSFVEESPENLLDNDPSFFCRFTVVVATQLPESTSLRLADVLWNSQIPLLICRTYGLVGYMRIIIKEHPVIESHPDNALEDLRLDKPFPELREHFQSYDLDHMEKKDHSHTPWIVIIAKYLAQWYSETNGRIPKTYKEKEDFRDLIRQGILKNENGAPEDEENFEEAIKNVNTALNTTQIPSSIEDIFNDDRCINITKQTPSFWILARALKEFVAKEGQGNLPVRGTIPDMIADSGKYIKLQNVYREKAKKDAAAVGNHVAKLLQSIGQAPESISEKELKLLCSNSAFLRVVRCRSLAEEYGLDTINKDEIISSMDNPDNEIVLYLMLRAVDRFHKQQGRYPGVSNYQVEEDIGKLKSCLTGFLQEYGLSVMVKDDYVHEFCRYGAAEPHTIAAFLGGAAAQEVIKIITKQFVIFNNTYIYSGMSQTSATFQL
PABP1 MLLE inh: blocks PAM2 peptide binding to the PABP1 MLLE domain; GST-MLLE / FITC-PAM2 fluorescence polarization; AID 588489; 0.36% of 360,000 active; inhibition, % at 20 µM; P11940; in the data active = inhibition above about 35%, passing the limit was not always enough;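 also: plate controls were DMSO wells with GST-MLLE for no effect and wells lacking GST-MLLE protein for full effect; some results filed as inactive read as strong as hits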
CSN inh: blocks human CSN-mediated cullin deneddylation | inhibition, % at 12.5 µM | 0.38% of 360,000 active | Purified CSN, SCF-Nedd8-OG deneddylation, fluorescence polarization | AID 651999 | Q92905;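 active = pattern-corrected inhibition above about 35%, with an unprinted fluorescence ratio check between 0.5 and 1.5, limit read from the data, passing the limit was not always enough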;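 also: 0% = enzyme with substrate and 100% = substrate without enzyme; some results filed as inactive read as strong as hits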
Target sequence (Q92905 whole entry, looked up, one chain of several): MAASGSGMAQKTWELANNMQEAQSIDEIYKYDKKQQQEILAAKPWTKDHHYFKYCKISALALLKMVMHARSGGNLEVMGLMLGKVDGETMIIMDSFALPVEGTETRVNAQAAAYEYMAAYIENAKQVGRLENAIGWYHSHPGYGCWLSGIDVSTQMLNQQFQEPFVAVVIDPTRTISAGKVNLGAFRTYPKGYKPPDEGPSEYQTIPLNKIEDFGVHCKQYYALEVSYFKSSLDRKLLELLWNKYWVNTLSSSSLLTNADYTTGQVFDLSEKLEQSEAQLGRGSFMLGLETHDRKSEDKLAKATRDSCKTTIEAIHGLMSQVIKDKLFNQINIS
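Material: purified human Csn5 enzyme expressed in HEK293T cells / Medium: Tris buffer pH 7.5, NaCl, DTT, Tween-20, trehalose, ovalbumin / Compound dosing: 12.5 µM single point / Schedule: 90 min incubation of compound, enzyme and substrate at room temperature / Signal: fluorescence polarization of the substrate / Control set: no-enzyme wells high, enzyme-with-substrate wells low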
FAS-TE inh: inhibitors of human fatty acid synthase thioesterase domain | P49327 | recombinant FAS-TE, OMFH fluorogenic substrate, fluorescence endpoint | inhibition, % at 15 µM | 0.67% of 360,000 active;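 active = compounds whose normalised, plate-corrected inhibition of enzyme fluorescence in the single-dose primary screen is 50% or more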;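 also: 0% = DMSO with enzyme and 100% = substrate without enzyme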
eLon inh: E. coli protease La inhibition | P0A9M0 | purified E. coli Lon protease, fluorescence polarization | inhibition, % at 7.94 µM | 0.42% of 360,000 active | AID 602123; in the data active = inhibition above about 13%, passing the limit was not always enough;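 also: 0% = enzyme with probe and DMSO and 100% = no enzyme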
bovine MsrA act: activators of bovine methionine sulfoxide reductase A; 0.3% of 360,000 active; purified bovine MsrA, absorbance read-out; activation, % at 10.6 µM; AID 602163; in the data active = activation above about 7.5%;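 also: 0% = vehicle and 100% = reference activator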
The depositor's hits bear a star; i = inactive; · = not tested or not shown; + = active, no number. Not a hit list (roughly 4% active in at least one column).

SMILES	Rin1-Abl PPI inh	MsrA inhibitor	Tb MetRS inh	Neddylation inh	PABP1 MLLE inh	CSN inh	FAS-TE inh	eLon inh	bovine MsrA act
COc1ccc(CN2C(=O)CN(S(C)(=O)=O)CC2(C)C(=O)NC(C)C)cc1OC (stereo not drawn)	·	0.3	-0.3	i	·	5	·	·	·
CCn1nnnc1SCC(=O)Nc1ccc(F)cc1	-1	0.4	0.0	i	15	-3	-1	5	-3
CC(Sc1nnnn1-c1cccc(F)c1)C(=O)NC1CCCC1 (stereo not drawn)	2	-0.4	-0.2	i	15	-3	-3	1	-1
Cc1cc(C)cc(SCc2noc(C(=O)NCC3CCCO3)c2C(=O)O)c1 (stereo not drawn)	0	0.6	-0.2	i	3	-5	-3	-7	3
NC(=O)COc1c(-c2ccco2)oc2ccccc2c1=O	-4	4.6*	-1.7	i	9	4	-2	3	-8
Cc1ccc(-c2ccccc2NC(=O)CS(=O)CC(=O)Nc2ccc(C)c(Cl)c2)o1 (stereo not drawn)	-5	2.1	0.3	i	25	0	9	114*	2
O=C(Cn1cc(C(F)(F)F)ccc1=O)N1CCc2ccccc2C1	1	1.0	-0.4	i	9	2	16	4	-2
O=C(O)c1ccc(-n2nnnc2SCc2ccccc2)cc1	5	1.0	-0.4	i	6	-1	-9	-11	0
CNC(=O)c1csc(-c2ccncc2)n1	1	-0.4	0.1	i	-1	3	-7	6	2
CC(C)CCN(CCC(C)C)C(=O)Cc1c(O)c2ccccc2[nH]c1=O	-5	0.8	-0.6	i	7	3	-7	-3	-3
COc1ccc(COC(=O)NNC(=O)c2ccc(OC)cc2)cc1	0	-0.1	-0.1	i	9	-4	-7	-17	5
Cc1cc(C)nc(Nc2n[nH]c(COc3ccc4ccccc4c3)n2)n1	-1	1.2	-0.1	i	-2	-2	-10	-6	0
O=c1c(Cc2ccccc2)c(O)c2cccc3c4c(n1c23)CCCC4	-2	0.4	-0.1	+	5	0	0	4	-2
Cn1cc(S(=O)(=O)N2CCc3ccccc32)cc1C(=O)Nc1ccc(Cl)cc1	5	1.2	-0.5	i	1	0	29	0	-8
CCCCN1C(=O)/C(=C/C=C2\SCCN2C)SC1=S	-8	1.0	-0.4	i	-78	71	-42	i	-3
Cn1cc(CN2CCC(C(=O)N3CCCC3)CC2)c(-c2ccccc2F)n1	3	-0.1	-0.7	i	-2	0	-6	1	2
O=C(NN1CCOCC1)c1ccc(Br)cc1	-2	-1.0	-0.8	i	-12	1	-6	5	-7
CSc1c(CC(=O)Nc2ccccc2Cl)n(Cc2ccccc2)c2ccccc12	0	0.2	-0.9	i	-3	-2	24	-6	-3
CN(Cc1c(F)cccc1Cl)C(=O)c1ccc(NS(=O)(=O)c2ccc3[nH]c(=O)[nH]c3c2)cc1	3	1.3	-0.4	i	1	0	3	2	-7
COCCn1c(SCC(=O)N2CCc3ccccc32)nc2c(c1=O)SC(C)C2 (stereo not drawn)	-1	1.9	0.0	i	10	-2	0	-5	-3
CC[N+]1(CC)CC2=Cc3ccccc3CC2C1 (stereo not drawn)	3	-0.5	-0.2	i	-6	-5	-4	0	-1
COc1ccc(-c2nc3c(c(=O)n(C)c(=O)n3C)n2CC2CC(c3ccccc3)=NO2)cc1OC (stereo not drawn)	5	-0.4	-1.2	i	-4	2	-6	-1	-6
OCc1nc2nc(Cl)c(Cl)nc2[nH]1	2	2.8	0.3	i	10	7	-6	-1	-3
COC(=O)CSc1nnnn1-c1ccccc1	-4	-0.2	0.0	i	6	-2	-3	6	-4

Of the compounds above, these have a furan ring, fused or not.
SMILES	Rin1-Abl PPI inh	MsrA inhibitor	Tb MetRS inh	Neddylation inh	PABP1 MLLE inh	CSN inh	FAS-TE inh	eLon inh	bovine MsrA act
NC(=O)COc1c(-c2ccco2)oc2ccccc2c1=O	-4	4.6*	-1.7	i	9	4	-2	3	-8
Cc1ccc(-c2ccccc2NC(=O)CS(=O)CC(=O)Nc2ccc(C)c(Cl)c2)o1 (stereo not drawn)	-5	2.1	0.3	i	25	0	9	114*	2

Additional entries
SMILES	Rin1-Abl PPI inh	MsrA inhibitor	Tb MetRS inh	Neddylation inh	PABP1 MLLE inh	CSN inh	FAS-TE inh	eLon inh	bovine MsrA act
Cc1cc(NC(=O)c2cc(-c3ccccn3)nc3c(Cl)cccc23)no1	-2	0.5	0.1	i	-20	2	-1	4	-4
O=C(NCCNCc1cccc(Cl)c1)c1ccco1	2	1.4	-0.1	i	-1	6	-2	-20	-1
CN(C)c1ccc(-c2cccc3nccn23)cc1	-2	1.8	-0.3	·	9	5	-12	-15	-4
O=C(NNC(=S)NCc1ccco1)c1ccccc1Br	4	-1.1	0.0	i	-14	-4	-3	-4	-2
Cc1ccc(S(=O)(=O)N2CCCC(C(=O)Nc3cccnc3)C2)cc1 (stereo not drawn)	2	1.8	0.2	i	-4	-1	-4	5	2
Fc1ccc(Br)cc1SCCc1ccncc1	1	-0.8	-0.5	i	36	2	1	-6	0
CCc1ccc(NC(=O)CSC2=C(C#N)C(c3ccco3)C3=C(CCCC3=O)N2)cc1 (stereo not drawn)	-1	0.1	-0.7	i	6	-3	14	13	-2
Cc1cc(C(=O)COC(=O)c2cnccn2)c(C)n1-c1ccc(Br)cc1	4	-0.6	-0.3	i	0	-2	6	0	0
Cc1c(Cl)c(=O)oc2cc(OCC(=O)N3CCCC(C)C3)ccc12 (stereo not drawn)	-6	2.4	0.1	·	1	0	64*	4	-5
Cc1ccc(-c2ccc(=O)n(CCC(=O)NCCN3CCCCC3C)n2)cc1 (stereo not drawn)	-4	0.0	-0.1	i	1	-1	-10	5	0
OCCOC1CCCc2oc(-c3ccccc3)c(C#CC3(O)CCCCC3)c21 (stereo not drawn)	·	0.1	-0.4	i	·	-3	4	3	-3
CC(=O)OCCCN1c2ccccc2Nc2nnc(-c3ccccc3)cc21	2	2.3	-0.7	i	1	-1	0	-2	-8
CC(=O)NS(=O)(=O)c1ccc(Nc2ccc([N+](=O)[O-])c3nonc23)cc1	-14	1.6	3.4	i	-38	14	-2	8	-1
C#CCOCCOCCOCCNc1nc(N2CCN(C(=O)C([C@@H](C)CC)n3cc(C(N)Cc4ccc(O)cc4)nn3)CC2)nc(N2CCN(C(=O)[C@H](CCC(=O)O)n3cc(C(N)CO)nn3)CC2)n1 (stereo partly drawn)	3	·	-0.4	i	13	-2	-7	-3	-4
CCOC(=O)c1ccc(S(=O)(=O)N2CCN(C(=O)c3ccccn3)CC2)cc1	2	0.1	-0.1	i	3	-1	-4	-4	1
CC(=O)N1c2ccc(S(=O)(=O)NCCC(=O)N3CCCC(C)C3)cc2CC1C (stereo not drawn)	1	0.7	-0.5	i	11	4	-6	14	-4
Cc1ccc(C(O)c2ncc(-c3ccc4ccccc4c3)[nH]2)cc1F (stereo not drawn)	-2	-0.8	0.2	i	1	2	19	6	2
Cc1cc2nc(SCC(=O)Nc3ccccc3C(=O)O)[nH]c2cc1C	3	-0.1	0.1	i	-56	-4	-6	-5	-9
COc1ccc2oc(C(=O)OCC(=O)NCc3ccco3)c(C)c2c1	0	1.1	-0.3	·	-4	1	2	6	-5
COc1ccccc1N1CCN(C(=O)c2ccc3[nH]c4c(c3c2)CCCC4)CC1	-1	0.0	-1.5	i	-43	-10	8	-11	-10
O=C1CSC2(N1)C1CC3CC(C1)CC2C3 (stereo not drawn)	1	-1.9	-0.6	i	9	-2	-6	5	-4
CCN(C(=O)c1cc2c(=O)[nH]c3ccc(C)cc3c2s1)c1ccccc1C	0	1.2	0.7	i	6	-2	-2	2	0
CCOC(=O)Cc1cnc(N)s1	1	0.9	1.8	i	-9	1	-6	10	-4
O=C(N/N=C/c1ccncc1)NC12CC3CC(CC(C3)C1)C2	2	1.2	0.1	i	5	99	15	8	-3
COc1ccc(NC(=O)c2ccc([N+](=O)[O-])o2)cc1	-3	1.1	-0.3	i	-8	-2	2	-5	-3
CCCCN(CCCC)Cc1cc2ccccc2c2c1COC2	-1	0.3	-0.4	i	2	-5	9	3	0
CCCCN(C(=O)c1ccc(C)c(S(=O)(=O)N2CCOCC2)c1)c1c(N)n(CCCC)c(=O)[nH]c1=O	3	1.1	0.1	i	9	1	-6	-12	0
CCCCCCOc1ccc(-c2ccc(C#N)cn2)cc1	-2	-0.6	-0.2	·	-11	-1	28	1	-2
CCOC(=O)[C@H]1[C@H]2COc3ccccc3[C@@H]2N2C(=O)c3cc(Br)ccc3NC(=O)[C@@]12C	-1	0.4	-0.6	i	6	-5	8	-11	-3
COc1ccc(N2CCN(CCOc3ccc4c(C)cc(=O)oc4c3)CC2)cc1	-2	1.3	-1.0	i	-3	1	-8	-6	-5
COc1ccc(NC(=O)CS(=O)c2ccc(F)cc2)cc1 (stereo not drawn)	-1	-0.4	-0.5	i	2	-5	-10	-4	-4
C#CCOCC1CN(C)C(=O)O1 (stereo not drawn)	0	0.8	0.4	i	0	-2	-12	-5	-9
CCOC(=O)c1cnc2ccc(Cl)cc2c1N1CCN(C)CC1	-4	0.3	0.0	i	1	3	-7	3	-3
O=C(O)CCC(=O)Nc1nc2ccc([N+](=O)[O-])cc2s1	0	4.4	-0.6	i	2	2	3	-13	-6
O=C1Nc2ccccc2/C1=C\C(=O)c1ccccc1	-1	0.8	-1.3	i	11	4	0	-3	-2
Cc1csc(NC(=O)CSc2nc3ccccc3c(=O)[nH]2)n1	1	1.3	-0.7	i	5	-2	-3	-3	1
CC(C)(C)OC(=O)N1CCN(C(=O)c2ncn(Cc3ccccc3)c2C(=O)N2CCN(C(=O)OC(C)(C)C)CC2)CC1	2	-0.6	-0.2	i	-12	4	-7	-11	0
Cc1cccc(C)c1-n1nnnc1C(c1ccnc2ccccc12)N1CCN(C(=O)OC(C)(C)C)CC1 (stereo not drawn)	·	1.2	-1.4	i	·	-11	16	0	-11
O=C(O)CN1C(=O)c2ccc(Oc3ccc4c(c3)C(=O)N(CC(=O)O)C4=O)cc2C1=O	1	-0.9	0.1	i	17	1	-4	5	-5
COC1=CC(=O)OC(c2ccccc2C(F)(F)F)C1 (stereo not drawn)	·	-0.2	0.5	i	·	-1	·	·	·
COc1cc(OC)cc(C(=O)Nc2cc(C)nn2-c2ccccc2)c1	1	-0.1	-0.2	i	-13	-1	-2	5	-2
CCCN1CCN(c2ccc([N+](=O)[O-])cc2C#N)CC1	0	2.8	3.1	i	13	0	4	-6	-2
O=c1oc(=S)oc2c1[C@H](c1ccc(Cl)cc1)O[C@H](C1CC1)C2	·	-0.1	-0.3	i	·	1	-6	-7	-2
COc1cc(CN2CCNC(=O)C2CC(=O)O)cc(OC)c1 (stereo not drawn)	3	0.3	-1.3	i	9	-6	-6	2	-8
COc1cccc(NC(=O)CSc2nnnn2C2CCCC2)c1	-2	0.0	-0.3	i	-15	-2	0	-2	-2
CN(CC(=O)Nc1cccc(F)c1)C(=O)c1cccnc1Sc1ccccc1	1	0.8	-0.2	i	3	-1	-2	6	-4
Cn1cc(C(=O)NCN2CCCCC2)c2ccccc21	-3	0.0	0.8	i	4	-7	-6	-3	0
CCOC(=O)N1CCC(NC(=O)C2CCCN(Cc3nc(-c4cccc(Cl)c4)oc3C)C2)CC1 (stereo not drawn)	1	0.8	-0.2	i	4	-2	-2	4	0
